Compound activity deposited in PubChem BioAssay by National Center for Advancing Translational Sciences (NCATS).
ELG1 repair inh – blocks ELG1-dependent DNA repair in HEK293T cells | hit rate 2.3% among 330,000 | HEK293T ELG1-luciferase reporter, luminescence, 16 h; DNA damage induced by 5-fluorouridine | AID 504467 | Potency, µM (top dose mostly 46.1 µM), for inactives: at the top dose activity change, negative = inhibition, actives largely listed as inhibitors; note: potency is the fitted concentration of half-maximal effect; % is set by controls: 0 for no effect and ±100 for the full control effect; nearly all actives have a fitted effect of over 55% in size
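Step one: seed 2,000 cells per well. Step two: pin-transfer compound or DMSO alongside 5-fluorouridine. Step three: incubate 16 hr, 37 °C, 5% CO2. Step four: add ONE-Glo, wait 30 min, read luminescence.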
BCR signal inh – chronic active BCR signaling inhibition | ABC-DLBCL IkBa-CBG/CBR reporter, luminescence ratio, 4 h | Potency, µM (highest dose often 46.1 µM), without a hit: top-dose ratio change, negative = lower green/red ratio, usual class: inhibitors | hit rate 0.05% among 340,000; active = well fitted inhibition curve with a large enough effect in the signal ratio, with a control signal flat, not every such curve was filed as active; inconclusive = small, poorly fitted or top-dose-only effect, or effect the other way, or a change in a side signal; the % refers to the signal ratio;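 note: potency is the fitted concentration of half-maximal effect; plate controls were basal doxycycline-induced cells for no effect and cells given 10 µM MG132 for full effect; MG132 reads +100%, hits lower the ratio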
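Doxycycline induced both beetle luciferases in TMD8 lymphoma cells; IKK-driven degradation limits the IkappaBalpha-fused green signal, while red luminescence normalises for cell number and nonspecific effects. Compounds tested up to 46 uM, 4 hrs.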
Mito fusion act – mitochondrial division inhibition or fusion activation; S. cerevisiae fusion-defective mutant growth rescue, CellTiterGlo 48 h; hit rate 0.23% among 320,000; Potency, µM (doses to about 46.1 µM), for the others: at the top dose growth rescue (activation), most hits filed as activators;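 note: potency is the fitted concentration of half-maximal effect; % of control where 0% means no effect; nearly all actives have a fitted effect of over 45% in size; temperature-sensitive fusion mutants such as fzo1-1 at 37 °C on non-fermentable ethanol glycerol medium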
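Compounds are tested for their ability to restore growth of mitochondrial fusion-defective yeast strains at non-permissive 37C in YPEG medium over 48 hours. Viability is quantified by luciferase luminescence.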
USP2a block – USP2a (human) protease inhibition; O75604; USP2 core, Ub-CHOP2 coupled fluorogenic reporter, 485/531; Potency, µM (titrated, usually from 38.3 µM), for inactives: top-dose activity change, negative = inhibition, most hits filed as inhibitors; hit rate 0.01% among 330,000;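 note: potency is the fitted concentration of half-maximal effect; plate controls were DMSO wells for no effect and full inhibition by NEM control for full effect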
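Cell-free coupled assay: 10nM USP2 core preincubated 30min RT with compound in Tris-HCl pH 8.0/CaCl2/CHAPS buffer, then 25nM Ub-CHOP2 and 25nM reporter substrate; fluorescence (Ex 485/Em 531) read after 60min RT, normalized to NEM inhibition, concentration-response curves fitted.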
uPA surface inh – cell surface uPA generation inhibition | cell surface uPA generation assay, qHTS | Potency, µM (doses to about 38.3 µM), inactives show at the top dose activity change, negative = inhibition, most hits filed as inhibitors | hit rate 0.31% among 330,000 | AID 540303; active = well fitted inhibition curve with a large enough effect; inconclusive = small, poorly fitted or top-dose-only effect; inactive = no such curve, though single readings can be large or run the other way; tested in mouse RAW 264.7 cells; note: potency is the fitted concentration of half-maximal effect; % is set by controls: 0 for no effect and ±100 for the full control effect; nearly all actives have a fitted effect of over 55% in size
PTAP TSG101 blk – blocks PTAP/TSG101 interaction to inhibit HIV-1 budding; Fluorescence polarization, FITC-PTAP peptide / Tsg101 binding; AID 493005; 340,000 tested, under 10 active; Potency, µM (titrated, usually from 115 µM), for inactives: top-dose activity change, negative = inhibition, actives largely listed as inhibitors; active = well fitted inhibition curve with a large enough effect in the main read-out, with a control signal flat, not every such curve was filed as active; inconclusive = small, poorly fitted or top-dose-only effect, or effect the other way, or a change in a side signal; inactive = no such curve, though single readings can be large or run the other way; note: potency is the fitted concentration of half-maximal effect; % of control where 0% means no effect
Target sequence (Q99816 whole entry, looked up): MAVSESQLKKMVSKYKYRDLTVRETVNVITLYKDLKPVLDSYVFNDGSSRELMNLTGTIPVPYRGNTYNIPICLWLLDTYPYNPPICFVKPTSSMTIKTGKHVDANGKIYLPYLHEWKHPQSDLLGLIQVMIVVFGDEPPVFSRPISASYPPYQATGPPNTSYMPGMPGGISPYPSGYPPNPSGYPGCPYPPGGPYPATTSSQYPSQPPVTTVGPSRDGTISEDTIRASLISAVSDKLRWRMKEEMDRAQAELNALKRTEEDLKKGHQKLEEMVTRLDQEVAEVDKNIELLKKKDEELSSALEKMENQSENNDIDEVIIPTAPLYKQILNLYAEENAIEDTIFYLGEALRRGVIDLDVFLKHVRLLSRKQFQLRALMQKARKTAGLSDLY
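Fluorescence anisotropy tracks displacement of a FITC-tagged PTAP peptide (50 nM) from the Tsg101 binding domain (10 uM), following a 20 min room-temperature incubation at pH 7.5.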
Eya2 inh – inhibitors of human Eya2 phosphatase activity | O00167 | recombinant Eya2, OMFP fluorescence dephosphorylation (OMFP is methylfluorescein phosphate) | Potency, µM (titrated, usually from 76.9 µM), without a hit: at the top dose activity, negative = inhibition, hits mostly inhibitors | hit rate 0.006% among 330,000 | AID 488837; note: potency is the fitted concentration of half-maximal effect; % is set by controls: 0 for no effect and ±100 for the full control effect
Target sequence (O00167 whole entry, looked up): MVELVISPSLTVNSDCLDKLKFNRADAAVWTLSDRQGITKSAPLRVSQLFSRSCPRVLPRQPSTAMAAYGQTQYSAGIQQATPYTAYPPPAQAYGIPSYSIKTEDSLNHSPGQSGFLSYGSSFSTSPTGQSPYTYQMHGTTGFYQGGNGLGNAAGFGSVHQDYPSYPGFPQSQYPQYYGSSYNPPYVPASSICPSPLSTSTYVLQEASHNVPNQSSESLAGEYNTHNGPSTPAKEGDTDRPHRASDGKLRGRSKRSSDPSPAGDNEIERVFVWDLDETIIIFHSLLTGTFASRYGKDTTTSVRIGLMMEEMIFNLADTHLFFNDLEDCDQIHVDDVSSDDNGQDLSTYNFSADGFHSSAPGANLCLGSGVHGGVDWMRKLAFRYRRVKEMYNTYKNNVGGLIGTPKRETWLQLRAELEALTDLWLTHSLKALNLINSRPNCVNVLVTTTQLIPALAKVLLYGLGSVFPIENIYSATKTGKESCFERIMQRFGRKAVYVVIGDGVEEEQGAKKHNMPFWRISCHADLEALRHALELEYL
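Eya2 (0.2 uM) preincubated 10 min at ambient with compound, then OMFP substrate added at 50 uM; 10 min reaction in 50 mM HEPES pH 7.5, 50 mM NaCl, 5 uM MgCl2, 0.05% BSA, 1 mM DTT. Fluorescence read at Ex 485/Em 525 nm.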
TSHR antagonist – antagonists of human thyroid stimulating hormone receptor; TSHR-expressing cells, TSH-stimulated cAMP HTRF, 2 h; active compounds read low; activity change, negative = inhibition, % at 11.5 µM; hit rate 0.2% among 330,000; P16473;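 active = activity change below a set negative limit, meaning inhibition stronger than a set level, cut at about -70% in these data; inconclusive = activity change between two set negative limits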; note: % is set by controls: 0 for no effect and ±100 for the full control effect
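TSHR-expressing cells, 200/well, pre-treated with compound, then stimulated with EC80 TSH (4nM final) for 2 hours at 37 deg C. cAMP measured by competitive HTRF: anti-cAMP cryptate antibody in lysis buffer plus cAMP-d2, read after 30 minutes at room temperature.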
Tb PFK block – inhibitors of T. brucei phosphofructokinase; Potency, µM (titrated, usually from 57.5 µM), without a hit: top-dose activity, negative = inhibition, actives largely listed as inhibitors; T. brucei PFK, ADP-Glo luminescence; AID 485367; O15648; hit rate 0.17% among 330,000;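 note: potency is the fitted concentration of half-maximal effect; 0% = uninhibited 1x PFK enzyme wells and -100% = no-enzyme wells; nearly all actives have a fitted effect of over 60% in size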
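Compounds were pin-transferred as a titration series up to 57 uM into substrate buffer (0.5 mM F6P, 0.1 mM ATP, pH 8.0), then 1.25 nM PFK was added and reactions ran 45 min before ADP-Glo detection.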
B2AR arrestin – beta2AR (human) beta-arrestin recruitment activity. P07550. beta-arrestin recruitment to beta2AR, cell-based reporter. Potency, µM (highest dose often 46.1 µM), inactives show at the highest dose activation, most hits filed as activators. hit rate 0.02% among 330,000;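 note: potency is the fitted concentration of half-maximal effect; 0% = DMSO controls and full agonism = EC100 isoproterenol or metaproterenol; nearly all actives have a fitted effect of over 65% in size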
TCR activator – activators of T cell receptors | primary human leukocytes, anti-CD3, IL-2 HTRF, 48 h | 330,000 tested, under 10 active | Potency, µM (top dose mostly 9.22 µM), without a hit: top-dose activation of IL-2 secretion, usual class: activators; note: % of control where 0% means no effect
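IL-2 produced over 48 hr by a-CD3 bead-stimulated primary human leukocytes exposed to compounds was detected with a homogeneous time-resolved FRET immunoassay, 665nm acceptor signal after 320nm excitation.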
* hit, by the source's call; ? = inconclusive; nt = no result given; [ ] = dose if it differs, or a comment. Unless noted, calls come from the whole dose curve; as a rule, active = well fitted curve in the direction sought with a large enough effect; inconclusive = small, poorly fitted or top-dose-only effect, or another doubt; inactive = no such curve, though single readings can be large; an effect the other way counts as inactive or inconclusive.

entry	SMILES	USP2a block	uPA surface inh	TCR activator	ELG1 repair inh	Eya2 inh	BCR signal inh	TSHR antagonist	Mito fusion act	PTAP TSG101 blk	B2AR arrestin	Tb PFK block
1	COc1cc(C(=O)OCCCN(C)C)cc(OC)c1OC	8%	-1%	6%	10%	-6%	-1%	-8	9%	0%	0.8%	-2%
2	O=C(Nc1cccc(Cl)c1)c1cnn2cccnc12	3%	nt	1%	?	-14%	?	-5	8%	-4%	-0.3%	-12%
3	CCCCNS(=O)(=O)c1ccc(NC(=O)C2c3ccccc3Oc3ccccc32)cc1	4%	-6%	-2%[46.1 µM]	2%	-2%	?	6	-1%	0%	6.0%	-11%
4	COc1ccccc1NC(=O)N1CCC(NC(=O)C2CCCCC2)CC1	4%	-1%	-39%	13%	-6%	1%	1	-2%	-9%	-1.1%	1%
5	Cc1cc(C)cc(NC(=O)CC2Oc3ccc(C)cc3NC2=O)c1 (stereo unspecified)	3%	16%	-1%	5%	-8%	0%	-1	8%	1%	-0.6%	3%
6	CC(=O)Nc1ccc(NC(=O)C(C)OC(=O)C2CCCC2)cc1 (stereo unspecified)	0%	2%	-5%	7%	-14%	-4%	13	0%	-2%	-0.1%	0%
7	O=C1C=C(c2ccc(C(=O)O)cc2)C[C@@H](c2ccc(F)cc2)C1	9%	-7%	-7%	?	-26%	-1%	-15	nt	-5%	0.2%	7%
8	COc1ccc([C@@H]2CC=C(C(=O)O)[C@H](c3ccc(F)cc3)N2S(=O)(=O)c2ccccc2C)cc1	0%	-5%	1%	5%	8%	3%	-6	-7%	-7%	0.0%	-16%
9	FC(F)Oc1ccc(/C=N/NC(=S)Nc2cc(C(F)(F)F)ccc2Cl)cc1	5%	8%	0%[46.1 µM]	7%	-1%	1%	3	-5%	0%	0.0%	5%
10	Cc1cc(C)cc(-n2c(=O)c3sccc3n(CC(=O)NCc3ccco3)c2=O)c1	0%	nt	3%	22%	1%	0%	4	0%	-9%	-1.6%	4%
11	Cc1cccc(NC(=S)NCCc2ccccn2)c1	1%	1%	3%	2%	-23%	?	4	-5%	-6%	7.7%	2%
12	O=S(=O)(Nc1ccc2nc(-c3ccc(Br)o3)[nH]c2c1)c1ccccc1	2%	nt	nt	?	?	?	0	-3%	nt	0.0%	2%
13	COc1ccc(NC(=O)CNc2cc(S(=O)(=O)N3CCOCC3)ccc2NCC2CCCO2)cc1 (stereo unspecified)	2%	-2%	3%	-10%	13%	1%	4	-4%	-4%	-0.7%	-1%
14	CN1C(c2ccc(F)cc2)=CS/C1=C(\C#N)c1nnc2n1-c1ccccc1SC2	1%	-25%	nt	?	-7%	0%	-7	9%	-1%	-0.5%	1%
15	O=C(Cn1[nH]c(=O)c2ccccc2c1=O)OCC(=O)c1ccc(F)cc1	0%	-3%	-33%	16%	0%	0%	10	-7%	-1%	-1.5%	0%
16	CN(C)c1ccc(C(=O)NCC(c2cccs2)N2CCOCC2)cc1 (stereo unspecified)	-1%	-17%	nt	-1%	2%	-2%	3	nt	-4%	-0.1%	-5%
17	COc1ccc([C@H]2CC(=O)C=C(C#CC(C)(C)C)C2)cc1	-2%	6%	6%	?	3%	0%	-4	20%	-9%	0.0%	-3%
18	COc1ccc(OC)c2c1cc(C(=O)N[C@H](C(=O)N1CCC(C(=O)O)CC1)C(C)C)n2C	-1%	2%	2%	5%	-10%	4%	1	11%	-6%	-0.3%	0%
19	Brc1ccc(CNCC2CCCO2)cc1 (stereo unspecified)	-2%	-5%	nt	?	-10%	0%	11	-2%	0%	0.5%	-4%
20	COc1cccc(OCC(=O)NC2CCS(=O)(=O)C2)c1 (stereo unspecified)	2%	18%	3%	-1%	28%	6%	24	6%	-1%	-1.3%	2%
21	COC(=O)c1ccc(C2c3c(oc4ccc(Cl)cc4c3=O)C(=O)N2CCN2CCOCC2)cc1 (stereo unspecified)	-1%	-1%	-4%	18%	4%	?	-2	0%	-6%	-0.5%	-8%
22	CCOc1ccc2nc(N/C(N)=N/C(=S)Nc3cccc(C)c3)nc(C)c2c1	-1%	2%	3%	-3%	-8%	?	-6	-3%	-5%	0.5%	0%
23	CCOC(=O)CSc1nc2c(sc3ccc([N+](=O)[O-])cc32)c(=O)n1Cc1ccco1	3%	0%	-3%[46.1 µM]	?	-6%	0%	8	-5%	-3%	-0.4%	2%
24	Cc1nnsc1C(=O)N/N=C/c1ccccc1	4%	-1%	1%[46.1 µM]	18%	1%	15%	1	2%	-2%	-0.4%	-11%
25	COc1ccc(-c2nnc(SC(C)C(=O)NCc3ccc4c(c3)OCO4)n2Cc2ccco2)cc1 (stereo unspecified)	-2%	-4%	5%	-16%	18%	0%	-2	-4%	-5%	6.3%	-2%
26	Cc1ccc(S(=O)(=O)NCC2CCC(C(=O)NCc3ccc4c(c3)OCO4)CC2)cc1 (stereo unspecified)	2%	5%	-2%	-9%	-2%	-28%	1	-2%	1%	0.2%	-3%
27	CCCc1cc(C(=O)Nc2c(C)n(C)n(-c3ccccc3)c2=O)no1	1%	0%	-3%	6%	37%	-9%	28	-3%	-1%	0.0%	-9%
28	CCN(CC(O)CON=C1c2ccccc2-c2ccccc21)S(=O)(=O)c1ccc(C)cc1 (stereo unspecified)	2%	2%	-1%[46.1 µM]	-29%	2%	-17%	-26	26%	-2%	-0.8%	9%
29	Cc1cn(Cc2ccccc2Cn2cc(C)c(=O)[nH]c2=O)c(=O)[nH]c1=O	2%	-2%	-4%	0%	-4%	0%	-7	1%	-3%	-0.3%	1%
30	COc1cc(C)ccc1OCCOCCOc1ccccc1[N+](=O)[O-]	2%	4%	-9%[46.1 µM]	16%	-1%	?	-6	10%	-8%	0.2%	0%
31	COc1ccc(N2C(=NC(C)=O)SC3CS(=O)(=O)CC32)cc1OC (stereo unspecified)	-1%	1%	-6%	-10%	-6%	-1%	-20	3%	-2%	-0.4%	-2%
32	O=C(NC(=S)N1CCCC1)c1ccccc1	0%	-2%	nt	0%	-3%	-2%	14	-10%	-3%	-1.1%	0%
33	CCCNC(=S)N1CCN(c2nc(C)nc3sc4c(c23)CCCC4)CC1	-3%	0%	-2%	?	1%	?	-8	?	0%	0.0%	-10%
34	CCOc1ccc(N2CC(O)=C(c3ccccc3)C2=N)cc1	11%	-1%	-1%	-2%	5%	5%	18	-4%	-2%	0.1%	-1%
35	Cc1cccc(CN2CCN(CC(=O)N3CCCC3)C2=O)c1	1%	-1%	nt	16%	2%	?	2	-1%	-5%	0.5%	-4%
36	S=C(NCc1ccccn1)Nc1ccccc1	2%	5%	-1%[46.1 µM]	?	4%	?	18	-12%	-1%	-0.2%	-3%
37	Cc1cc(C(F)(F)F)nn1CC(=O)NNC(=S)Nc1ccc(Cl)cc1	0%	nt	-8%	1%	-5%	9%	0	-2%	-4%	-0.6%	0%
38	NC(=O)N(CCC(=O)O)c1ccccc1	0%	-2%	-6%[46.1 µM]	3%	6%	1%	11	-2%	-11%	-0.5%	?
39	Cn1c(SCc2n[nH]c(=S)n2-c2ccccc2)nnc1-c1ccccc1	2%	2%	2%[46.1 µM]	0%	4%	2%	-3	2%	0%	-0.2%	-2%
40	O=C(COc1ccc2ccccc2c1)NC1CC1	0%	3%	-18%	?	10%	-19%	-1	2%	-2%	0.4%	0%
41	O=C(/C=C/c1ccc(Cl)cc1)N1CCN(c2ncccn2)CC1	1%	nt	nt	3%	6%	10%	2	-1%	nt	-0.8%	1%
42	CCOC(=O)C1CC(C)=C(C)CC1C(=O)O (stereo unspecified)	2%	-8%	-3%	0%	10%	-16%	7	1%	-2%	0.2%	-1%
43	Cn1c(=O)[nH]c(=O)c2c1nc(Br)n2Cc1cccc(Br)c1	1%	-13%	9%	19%	4%	4%	-16	0%	-7%	-0.8%	0%
44	O=C(O)c1cccc(Cn2c(Cl)c(/C=N/NC(=O)c3cccc(O)c3)sc2=O)c1	-1%	-1%	8%	10%	19%	?	-9	-1%	1%	-0.6%	3%
45	C=CC[n+]1c(-c2ccccc2)csc1NC(C)(C)C	0%	-3%	-1%	0%	-8%	3%	4	2%	2%	-0.2%	2%
